# PAFAH2 FP inh – PAFAH2 (human) inhibition | AID 492956 | Q99487 | inhibition, % at 3.39 µM | hit rate 0.99% among 340,000 | recombinant PAFAH2, FP-rhodamine activity probe, fluorescence polarization;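 active means inhibition above the mean over all tested compounds plus 3 SD, cut at about 30% in these data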;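 further: inhibitors block probe labeling of enzyme so polarization drops; 0% = enzyme with DMSO and 100% = wells lacking PAFAH2 protein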
# PAD4 inh – inhibitors of human PAD4 | Q9UM07 | recombinant PAD4, RCA probe fluorescence polarization | inhibition, % at 6.36 µM | hit rate 0.41% among 330,000 | AID 485272;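 active means percent inhibition above a cutoff equal to the mean of all tested compounds plus 3 SD, cut at about 15% in these data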;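 further: 0% = PAD4 with RCA probe and DMSO and 100% = probe without PAD4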
# PAFAH1B3 FP inh – inhibitors of human PAFAH1B3. Q15102. recombinant PAFAH1B3, FP-rhodamine probe, fluorescence polarization. inhibition, % at 3.39 µM. hit rate 0.28% among 340,000;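 active means inhibition above the screen-wide average of all tested compounds plus 3 SD, cut at about 25% in these data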;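 further: 0% = enzyme with DMSO only and 100% = wells lacking PAFAH1B3 protein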
# Target sequence (Q15102 whole entry, looked up): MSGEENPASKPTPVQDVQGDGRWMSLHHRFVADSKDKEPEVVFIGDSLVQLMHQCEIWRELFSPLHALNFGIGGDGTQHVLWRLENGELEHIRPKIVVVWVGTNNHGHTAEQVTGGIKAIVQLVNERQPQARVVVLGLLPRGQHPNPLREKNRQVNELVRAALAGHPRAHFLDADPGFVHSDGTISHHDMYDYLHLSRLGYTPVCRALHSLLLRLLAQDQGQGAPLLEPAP
# PREPL inhibitor – inhibitors of human prolyl oligopeptidase-like enzyme PREPL; recombinant PREPL, fluorescence polarization activity-based probe; inhibition, % at 5.96 µM; hit rate 0.68% among 320,000; AID 2751; in the data active means inhibition above about 43%;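 further: 0% = enzyme with DMSO and 100% = wells lacking enzyme; many of its hits are not listed in these tables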
# Target sequence (Q4J6C6 whole entry, looked up): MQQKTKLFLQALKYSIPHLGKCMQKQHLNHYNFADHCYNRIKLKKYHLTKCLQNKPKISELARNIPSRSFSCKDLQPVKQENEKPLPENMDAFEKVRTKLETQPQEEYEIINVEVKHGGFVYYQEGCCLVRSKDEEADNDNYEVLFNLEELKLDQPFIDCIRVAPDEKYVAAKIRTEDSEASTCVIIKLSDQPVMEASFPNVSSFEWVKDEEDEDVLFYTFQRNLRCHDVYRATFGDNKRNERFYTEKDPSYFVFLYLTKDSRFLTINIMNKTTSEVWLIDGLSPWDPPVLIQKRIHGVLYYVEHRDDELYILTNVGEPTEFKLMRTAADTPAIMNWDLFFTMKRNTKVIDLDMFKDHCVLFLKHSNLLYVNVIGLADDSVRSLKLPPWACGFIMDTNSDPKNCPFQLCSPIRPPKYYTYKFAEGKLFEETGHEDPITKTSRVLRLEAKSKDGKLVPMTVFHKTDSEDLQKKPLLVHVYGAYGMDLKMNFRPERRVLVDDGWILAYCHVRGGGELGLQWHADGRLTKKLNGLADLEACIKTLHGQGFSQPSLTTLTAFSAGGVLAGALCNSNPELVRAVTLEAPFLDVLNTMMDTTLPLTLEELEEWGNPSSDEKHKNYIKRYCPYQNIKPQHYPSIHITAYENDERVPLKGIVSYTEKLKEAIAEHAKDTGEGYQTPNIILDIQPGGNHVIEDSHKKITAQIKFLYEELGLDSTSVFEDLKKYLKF
# GSTO1 inh – counter-screen for RBBP9 inhibitors: inhibitors of human GSTO1; P78417; recombinant GSTO1, activity-based probe fluorescence polarization; inhibition, % at 5.96 µM; hit rate 1.1% among 300,000;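 active means inhibition above the campaign mean inhibition plus 3 SD, cut at about 35% in these data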;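 further: 0% = GSTO1-1 with DMSO and 100% = wells lacking GSTO1-1 enzyme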
# LYPLA2 inh – LYPLA2 (human) inhibition in PME1 counter-screen | recombinant LYPLA2, FP-Rh probe fluorescence polarization | inhibition, % at 5.9 µM | hit rate 0.38% among 320,000 | AID 2177;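 active means inhibition above the screen-wide mean plus 3 SD, limit set per campaign, cut at about 26% in these data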;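 further: 0% = LYPLA2 with DMSO and 100% = wells lacking LYPLA2 enzyme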
# ZTA counter – ZTA (EBV) inhibition in EBNA-1 counter-screen. P03206. ZTA-DNA binding, fluorescence polarization. inhibition, % at 11 µM. hit rate 0.15% among 320,000. AID 2234; in the data active means inhibition above about 33%
# LYPLA1 inh – counter-screen for PME1 inhibitors: inhibitors of human LYPLA1; inhibition, % at 5.9 µM; hit rate 0.16% among 320,000; recombinant LYPLA1, FP-Rh probe fluorescence polarization; O75608;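 active means inhibition above the mean of all tested compounds plus 3 SD, set per campaign, cut at about 14% in these data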;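 further: inhibitors block serine hydrolase probe labeling of LYPLA1 so polarization falls; 0% = enzyme with DMSO and 100% = wells lacking LYPLA1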
# EBNA-1 inhibitor – blocks EBNA-1 binding to DNA; EBNA-1 DNA binding, fluorescence polarization; inhibition, % at 14.8 µM; hit rate 0.34% among 300,000; AID 1950; in the data active means inhibition above about 28%
# The depositor's hits bear a star; / = not tested or not shown. This is a subset; count on the stated rates, not on these rows.
No.	molecule	PAFAH2 FP inh	PAD4 inh	PAFAH1B3 FP inh	PREPL inhibitor	GSTO1 inh
1	CN(C)S(=O)(=O)c1ccc(Cl)c(C(=O)OCC(=O)c2ccco2)c1	-11	-1	9	3	/
2	CC(C)(C)OC(=O)NCCCC[C@H](NC(=O)c1nc[nH]c1C(=O)NCC(=O)OCc1ccccc1)C(=O)OC(C)(C)C	-7	-2	-1	14	-2
3	O=C(O)c1c(-n2cccc2)sc2c1CCCC2	2	-6	7	-1	-1
4	CCOC(=O)c1sc(NC(=O)C2=COCCO2)c(C#N)c1C	1	-1	3	-15	-6
5	CN(C)c1ccc(/C=N/NC(=O)CNC(=O)c2ccco2)cc1	7	-2	4	-2	11
6	O=C(c1cccs1)N(Cc1ccco1)C1CCS(=O)(=O)C1 (stereo not drawn)	-3	0	6	5	2
7	c1ccc(NCc2cccc3ccccc23)nc1	5	-4	5	-7	-6
8	CCC1=C2CC[C@H]3C(=O)N(c4ccccc4)C(=O)[C@H]3[C@H]2[C@@]2(C)C(=NCc3ccccc3)OC(=O)N2C1=O	-5	-5	1	7	1
9	Cc1ccc(S(=O)(=O)N2CCC(Oc3ccc(-n4cnnn4)cc3)CC2)cc1	-2	1	5	-1	0
10	C=CCNC(=S)/N=c1/ccccn1Cc1ccccc1	3	-5	8	28	3
11	Cc1cccc(NC(=O)CSc2nnc(C3CC3)n2CC2CCCO2)c1 (stereo not drawn)	-9	-1	3	7	6
12	C=CCN(C(=O)c1csnn1)C(C(=O)NC1CCCCC1)c1ccccc1 (stereo not drawn)	8	0	4	8	3

No.	LYPLA2 inh	ZTA counter	LYPLA1 inh	EBNA-1 inhibitor
1	/	/	/	/
2	-13	-20	-1	-9
3	-5	11	-1	-15
4	1	-3	0	-2
5	-2	-4	-3	-2
6	-6	19	-2	-6
7	1	-6	-4	-7
8	-6	7	-4	0
9	2	-16	1	-5
10	11	5	3	4
11	-1	-9	-7	-14
12	-3	1	-1	-10

# Continued.
No.	molecule	PAFAH2 FP inh	PAD4 inh	PAFAH1B3 FP inh	PREPL inhibitor	GSTO1 inh
13	CC1CN(C(=O)c2cccc(S(=O)(=O)Nc3ccc(Cl)cc3)c2)CC(C)O1 (stereo not drawn)	4	-2	7	26	-13
14	COc1cccc(CN(C)C(=O)c2cccc(OCc3ccccc3)c2)c1	-4	-4	-4	0	3
15	COC(=O)CC1=C(C(=O)OC)C(c2cc(OC)c(OC)cc2OC)C(C#N)=C(N)O1 (stereo not drawn)	5	4	5	17	2
16	CC(C)(C)SCCNC(=O)c1ccc(CN2CCc3ccccc3C2)cc1	-1	0	3	6	5
17	CSc1nc(N2CCOCC2)c2c(c1C#N)CC(C)(C)OC2	0	6	6	7	-1
18	CCCNC(=S)Nc1ccc(CC(=O)OC)cc1	-8	8	11	4	-3
19	Cc1ccc(N=C2C(=O)Nc3ccccc32)cc1	0	0	9	-2	1
20	Cc1ccc(Cl)cc1NC(=O)COC(=O)C1CC1	20	2	2	4	4
21	CC1(c2ccc3c(c2)OCCO3)NC(=O)N(CC(=O)c2ccc[nH]2)C1=O (stereo not drawn)	5	-1	9	21	/
22	COc1ccc(CCNC(=O)CCSc2nc(-c3ccco3)cc(C(F)(F)F)n2)cc1OC	4	-3	11	2	6
23	CC(=O)N1c2ccccc2[C@H](C)[C@H]1C	0	-2	12	0	/
24	COc1cc(C)c(Cl)cc1S(=O)(=O)NC1CC(C)(C)NC(C)(C)C1	/	-1	/	-1	-2

No.	LYPLA2 inh	ZTA counter	LYPLA1 inh	EBNA-1 inhibitor
13	3	-7	2	-11
14	7	-10	1	-1
15	-2	-13	-1	-6
16	3	0	1	6
17	6	0	1	-5
18	-2	-4	2	2
19	-3	-3	-4	-4
20	-4	9	-1	8
21	0	-13	-2	/
22	-5	-2	-1	10
23	3	1	4	/
24	0	10	-1	-4

# Going on with the list.
No.	molecule	PAFAH2 FP inh	PAD4 inh	PAFAH1B3 FP inh	PREPL inhibitor	GSTO1 inh
25	O=C(OCCc1cc2ccccc2c(=O)o1)c1ccc(C(F)(F)F)cc1	2	3	-5	-32	/
26	CC(C)Cc1nc(SCC(=O)N2CCOCC2)c2c(=O)n(C)c(=O)n(C)c2n1	3	0	1	11	4
27	CC(C)CNC(=S)NC(=O)c1ccc([N+](=O)[O-])cc1	-6	0	9	17	1
28	O=C(Nc1ccccc1Cl)Oc1ccc(-c2ccccc2)cc1	-1	-3	7	-10	6
29	O=C1CC(Nc2ccc(N3CCOCC3)cc2)C(=O)N1c1cccc(C(F)(F)F)c1 (stereo not drawn)	12	10	4	21	4
30	CCCCCN(C(=O)CCC(=O)OCC(=O)N(C)C1CCCCC1)c1c(N)n(CCCC)c(=O)[nH]c1=O	9	1	3	1	6
31	Cc1ccc(S(=O)(=O)CCN2CCC(n3cccc3)CC2)cc1	8	0	8	-2	18
32	COc1ccc(S(=O)(=O)NCCc2cn3nc(C)c(C)nc3n2)cc1	2	-2	4	5	-2
33	CS(=O)(=O)N(CC(=O)N1CCCC1)c1ccccc1F	-8	1	5	3	1
34	COc1cccc2c(=O)n(CC(=O)N3CCCc4ccccc43)ccc12	-3	-3	1	4	2
35	Cc1csc(NC(C)c2nc3cc(Cl)c(N4CCCCC4)cc3n2CCOCCO)n1 (stereo not drawn)	-3	-4	-1	3	-3
36	O=C1c2ccccc2C2=Nc3ccccc3SC(c3ccccc3F)C12 (stereo not drawn)	5	0	4	5	-44

No.	LYPLA2 inh	ZTA counter	LYPLA1 inh	EBNA-1 inhibitor
25	-2	11	-3	/
26	1	1	0	2
27	-1	-7	-1	-5
28	-1	1	-1	6
29	7	5	0	7
30	6	20	4	4
31	-5	-6	-2	-6
32	-2	-1	0	7
33	8	6	5	-2
34	-4	-8	0	-6
35	7	-13	4	-4
36	-10	-14	-16	-12

# Continued:
No.	molecule	PAFAH2 FP inh	PAD4 inh	PAFAH1B3 FP inh	PREPL inhibitor	GSTO1 inh
37	Cn1c(N)c(C(=O)CN2CCc3ccccc3C2)c(=O)n(C)c1=O	8	0	3	4	0
38	Cc1cccc(NC(=O)C2CCN(S(C)(=O)=O)CC2)c1C	9	-5	8	0	5
39	O=c1cc(-c2ccccc2)nc(Sc2ccc([N+](=O)[O-])cc2[N+](=O)[O-])[nH]1	10	13	-7	-2	13
40	CCc1cccc2c(C(=O)C(F)(F)F)cn(CC(=O)NCC3CCCO3)c12 (stereo not drawn)	-1	1	8	12	-2
41	COc1ccc([C@@]2(O)c3c(ccc(CC=C(C)C)c3O)NC(=O)[C@@H]2OC)cc1	5	-3	3	-10	-2
42	Fc1ccc(Cn2cnc3ccccc32)cc1	-7	-6	0	-1	-6
43	CCOc1ccc(NC(=O)CCS(=O)(=O)c2ccc3c(c2)CCCN3C(C)=O)cc1	-1	-3	-2	9	-1
44	O=c1[nH][nH]c(C(F)(F)F)c1C=Nc1ccc(Cl)cc1	1	-6	7	-2	-2
45	c1ccc(-c2cnc(-c3ccccc3)nn2)cc1	0	-7	6	-3	-6
46	Cc1nnc(NC(=O)C2CSC3(C)CCC(=O)N23)s1 (stereo not drawn)	4	2	2	-2	3
47	O=C(Nc1ccccn1)c1cc2ccccc2o1	3	-4	-3	8	1
48	CCOC(=O)c1ccc(N2CCN(C(C)=O)CC2)c(NC(=O)c2cccnc2)c1	-2	1	1	-9	1

No.	LYPLA2 inh	ZTA counter	LYPLA1 inh	EBNA-1 inhibitor
37	6	10	-5	4
38	4	-1	3	3
39	2	0	1	-4
40	3	3	2	10
41	1	6	2	-15
42	6	-4	-4	-8
43	10	8	1	-10
44	-3	23	-5	-3
45	1	-10	2	-3
46	0	-1	-2	3
47	-6	0	-2	-4
48	-4	-12	-2	7

# (more compounds)
No.	molecule	PAFAH2 FP inh	PAD4 inh	PAFAH1B3 FP inh	PREPL inhibitor	GSTO1 inh
49	COc1ccc(NC(=O)C2CCN(S(=O)(=O)c3ccc4c(c3)CC(C)N4C(C)=O)CC2)c(OC)c1 (stereo not drawn)	11	-1	10	12	2
50	O=c1c2cc(-c3ccccc3)sc2nc2n1CCC2	/	-6	/	9	13
51	CCOC(=O)C1=C(Nc2ccc(Br)cc2)CC(C)(O)C(C(=O)OCC)C1c1ccccc1 (stereo not drawn)	1	0	3	-2	0
52	COc1ccc(/C=C2/C(=O)OCc3cc(OC)c(OC)cc32)cc1	-6	-1	2	-6	-5
53	CC(=O)COc1ccc2c3c(c(=O)oc2c1)CCCC3	-1	-1	5	-5	6
54	COc1cc(/C=C(/C#N)C(=O)Nc2ccc(Cl)cc2)ccc1Oc1nc(Cl)ncc1F	-50	1	-4	-8	5
55	COc1ccc(-n2c(SCC(=O)NCc3ccco3)nc3sc4c(c3c2=O)CCN(C)C4)cc1	10	-4	4	15	8
56	CCN(CC(=O)Nc1c(F)cccc1F)C(=O)c1cccc(S(=O)(=O)NCc2ccccc2)c1	6	-10	-5	7	-3
57	O=[N+]([O-])c1ccccc1Oc1ncccc1[N+](=O)[O-]	6	-1	3	3	-1
58	Cc1cccc(C)c1NC(=O)C[n+]1cc(-c2ccccc2)n2c1CCC2	-1	-1	0	-1	-2
59	O=C(NC1CCCCC1)C1CCN(C(=O)c2ccc(-c3ccccc3)cc2)CC1	4	-1	-4	3	0
60	COc1c(C(=O)Nc2ccc(Br)cn2)ccc2ccccc12	2	-3	-1	-1	-4
61	O=C(Cn1cc[n+](CC(=O)c2ccccc2)c1)c1ccccc1	1	-3	7	-3	3
62	O=C(COc1ccc2ccccc2c1)NNC(=O)C(=O)Nc1ccccc1	15	-9	-1	0	4

No.	LYPLA2 inh	ZTA counter	LYPLA1 inh	EBNA-1 inhibitor
49	7	-3	4	5
50	5	-17	7	-3
51	-6	-5	-4	4
52	-5	3	-4	-2
53	6	-3	-2	-1
54	-38	-8	-24	-4
55	-5	13	-4	-1
56	-5	11	-1	11
57	1	12	7	-2
58	-3	11	-3	-8
59	19	-9	2	8
60	2	0	-4	10
61	-1	-22	2	-3
62	6	-3	2	-5

# Entries from the list above with fluorine, in the order listed:
No.	molecule	PAFAH2 FP inh	PAD4 inh	PAFAH1B3 FP inh	PREPL inhibitor	GSTO1 inh
22	COc1ccc(CCNC(=O)CCSc2nc(-c3ccco3)cc(C(F)(F)F)n2)cc1OC	4	-3	11	2	6
25	O=C(OCCc1cc2ccccc2c(=O)o1)c1ccc(C(F)(F)F)cc1	2	3	-5	-32	/
29	O=C1CC(Nc2ccc(N3CCOCC3)cc2)C(=O)N1c1cccc(C(F)(F)F)c1 (stereo not drawn)	12	10	4	21	4
33	CS(=O)(=O)N(CC(=O)N1CCCC1)c1ccccc1F	-8	1	5	3	1
36	O=C1c2ccccc2C2=Nc3ccccc3SC(c3ccccc3F)C12 (stereo not drawn)	5	0	4	5	-44
40	CCc1cccc2c(C(=O)C(F)(F)F)cn(CC(=O)NCC3CCCO3)c12 (stereo not drawn)	-1	1	8	12	-2
42	Fc1ccc(Cn2cnc3ccccc32)cc1	-7	-6	0	-1	-6
44	O=c1[nH][nH]c(C(F)(F)F)c1C=Nc1ccc(Cl)cc1	1	-6	7	-2	-2
54	COc1cc(/C=C(/C#N)C(=O)Nc2ccc(Cl)cc2)ccc1Oc1nc(Cl)ncc1F	-50	1	-4	-8	5
56	CCN(CC(=O)Nc1c(F)cccc1F)C(=O)c1cccc(S(=O)(=O)NCc2ccccc2)c1	6	-10	-5	7	-3

No.	LYPLA2 inh	ZTA counter	LYPLA1 inh	EBNA-1 inhibitor
22	-5	-2	-1	10
25	-2	11	-3	/
29	7	5	0	7
33	8	6	5	-2
36	-10	-14	-16	-12
40	3	3	2	10
42	6	-4	-4	-8
44	-3	23	-5	-3
54	-38	-8	-24	-4
56	-5	11	-1	11
